PLK1 PBD inh: PLK1 (human) polo-box domain binding inhibition; P53350; Plk1 PBD binding of FITC phosphopeptide, fluorescence polarization; Potency, µM, for inactives: max response, negative = inhibition, hits mostly inhibitors; 360,000 compounds, 2.8% hits; AID 720504; note: potency is the fitted concentration of half-maximal effect; series mostly up to about 57 µM; % is set by controls: 0 for no effect and ±100 for the full control effect; nearly all actives have a fitted effect of over 65% in size
HEK293 tox: cytotoxicity in counter-screen for GLP-1R inverse agonists; 410,000 compounds, 0.13% hits; Potency, µM (top dose mostly 38.3 µM), for the others: at the top dose activity change, negative = inhibition, hits mostly inhibitors; HEK293 cAMP-luciferase reporter cells, luminescence, 24 h;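 note: loss of luciferase light is scored as toxicity; potency is the fitted concentration of half-maximal effect; % is set by controls: 0 for no effect and ±100 for the full control effect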
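MLSMR compounds, 24 hr on cells at 37 deg C/5% CO2; luminescence after luciferase reagent (12 min RT). Inhibition counted as the undesired cytotoxic outcome.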
GLP-1R inv ag: acts as inverse agonist at human GLP-1 receptor; HEK293 GLP-1R CRE-luciferase, luminescence, 24 h; GLP-1R form is constitutively active; Potency, µM (highest dose often 38.3 µM), without a hit: at the highest dose activity change, negative = inhibition, actives largely listed as inhibitors; 410,000 compounds, 1.6% hits; P43220; note: potency is the fitted concentration of half-maximal effect; % is set by controls: 0 for no effect and ±100 for the full control effect; nearly all actives have a fitted effect of over 55% in size
Target sequence (P43220 whole entry, looked up): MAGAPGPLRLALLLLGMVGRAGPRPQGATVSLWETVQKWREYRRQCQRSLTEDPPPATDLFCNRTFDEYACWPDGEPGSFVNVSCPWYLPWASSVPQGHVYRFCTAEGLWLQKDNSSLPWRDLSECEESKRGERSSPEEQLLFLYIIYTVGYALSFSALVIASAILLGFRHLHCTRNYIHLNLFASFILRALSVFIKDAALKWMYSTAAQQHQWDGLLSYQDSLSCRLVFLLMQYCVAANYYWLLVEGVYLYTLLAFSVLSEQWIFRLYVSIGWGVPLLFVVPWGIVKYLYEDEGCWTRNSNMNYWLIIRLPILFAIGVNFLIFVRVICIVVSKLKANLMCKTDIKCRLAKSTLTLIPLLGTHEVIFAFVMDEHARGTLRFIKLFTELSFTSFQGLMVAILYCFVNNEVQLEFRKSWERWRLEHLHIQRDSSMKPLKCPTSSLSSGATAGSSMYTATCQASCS
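Using stably transfected HEK293 (constitutively active GLP-1R, cAMP-luciferase reporter), compounds were incubated 24 hr and luciferase measured by luminescence.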
PI5P4Ka inh: inhibitors of human PI5P4K alpha; P48426; PI5P4Kalpha enzyme, ADP-Glo luminescence, 60 min; active compounds read low; max response, %; 330,000 compounds, 1.2% hits; AID 652105; active = max response of -50% or lower; inconclusive = between -30% and -50%; inactive = -30% or higher; note: value at the top dose of about 77 µM; % is set by controls: 0 for no effect and ±100 for the full control effect
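ADP-Glo luminescence end-point read after a 60 min room-temperature kinase reaction of PI5P4Kalpha plus substrate, initiated with ATP at 5 microM final. Buffer: 0.038 M HEPES pH 7.4, EGTA, 0.1% CHAPS, 5% DMSO.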
PTHR1 agonist: PTHR1 (human) receptor agonism. HEK293 GP2 PTHR1 cells, GloSensor cAMP luminescence, 1 h. Potency, µM (highest dose often 115 µM), inactives show top-dose activation, usual class: activators. 410,000 compounds, 0.075% hits. AID 743266; note: potency is the fitted concentration of half-maximal effect; nearly all actives have a fitted effect of over 55% in size; some results filed as inactive show a strong effect at the top dose; inactives centre near -15; many of its hits are not listed in these tables
Target sequence (Q03431 whole entry, looked up): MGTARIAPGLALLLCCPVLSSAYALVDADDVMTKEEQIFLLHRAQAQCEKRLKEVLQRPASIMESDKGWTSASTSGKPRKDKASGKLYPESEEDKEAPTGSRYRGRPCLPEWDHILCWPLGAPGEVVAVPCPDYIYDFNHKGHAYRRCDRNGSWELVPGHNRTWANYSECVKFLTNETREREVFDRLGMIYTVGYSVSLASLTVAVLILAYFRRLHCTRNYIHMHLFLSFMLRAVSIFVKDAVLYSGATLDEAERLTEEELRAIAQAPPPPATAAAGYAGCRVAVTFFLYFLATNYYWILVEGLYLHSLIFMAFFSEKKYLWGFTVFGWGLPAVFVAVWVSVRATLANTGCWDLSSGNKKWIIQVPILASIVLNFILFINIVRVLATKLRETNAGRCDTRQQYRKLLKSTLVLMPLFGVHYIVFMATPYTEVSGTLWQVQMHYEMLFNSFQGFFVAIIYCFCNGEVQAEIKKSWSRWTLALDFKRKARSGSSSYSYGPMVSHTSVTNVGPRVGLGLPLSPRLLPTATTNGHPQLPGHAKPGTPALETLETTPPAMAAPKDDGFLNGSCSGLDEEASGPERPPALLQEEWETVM
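HEK-293-derived GP2 cells expressing PTHR1 and a GloSensor cAMP reporter, 3,000/well, plated overnight, given luciferin plus IBMX (each 0.5 mM as added) for 1 h at 37 °C, then compound for 1 h at 37 °C. Luminescence was read after 15 min at room temperature.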
EPAC1 antag: EPAC1 (human) antagonism; Potency, µM (series often up to 115 µM), inactives show top-dose activity change, negative = inhibition, hits mostly inhibitors; EPAC1 GEF assay, Rap1b-BODIPY-GDP exchange fluorescence; AID 720709; 360,000 compounds, 0.14% hits;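 note: potency is the fitted concentration of half-maximal effect; plate controls were vehicle for no effect and positive control for full effect; nearly all actives have a fitted effect of over 50% in size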
IL-2 act: IL-2 activation; IL-2 activation reporter assay, cell-based qHTS; stimulated with anti-CD3/CD4/CD28 beads; in transgenic mouse T cells; activation, % (series mostly up to about 46 µM); 360,000 compounds, 0.065% hits; in the data active = activation above about 50%; inconclusive = mostly about 30% to 49%; note: 0% is about no effect
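Quantitative HTS in unstimulated transgenic mouse T cells, with memory T cells as non-tolerant control and PMA/ionomycin as tolerance-bypass control. Compound pretreatment lasted 60 minutes before 18 h bead stimulation; EGFP/DsRed fluorescence read.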
GLP-1R agonist: GLP-1 receptor (human) agonism | HEK293 GLP-1R CRE-luciferase, luminescence, 4-6 h; cells express a hypersensitive GLP-1R form | 380,000 compounds, 0.007% hits | AID 624172 | P43220 | Potency, µM (doses to about 45.6 µM), inactives show at the highest dose activation, most hits filed as activators; note: potency is the fitted concentration of half-maximal effect; % of control where 0% means no effect
EPAC1 ag: activates human EPAC1 exchange factor; EPAC1 agonist qHTS, biochemical assay; response scale: 100% = response to 6.5 mM cAMP; Potency, µM (titrated, usually from 154 µM), for inactives: at the top dose activation, hits mostly activators; 360,000 compounds, 0.073% hits; AID 720707; note: potency is the fitted concentration of half-maximal effect; nearly all actives have a fitted effect of over 60% in size
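Multi-concentration qHTS readout: loss of Rap1B-bound BODIPY-GDP fluorescence driven by 100 nM EPAC1 with excess GDP (50 uM), monitored kinetically at room temperature; agonist response expressed relative to 6.5 mM cAMP.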
* = called active by the depositor; i = inactive; ? = inconclusive; . = not tested or not shown; & = joins results of further samples; [ ] = remark or other dose. Unless noted, calls come from the whole dose curve; as a rule, active = well fitted curve in the direction sought with a large enough effect; inconclusive = small, poorly fitted or top-dose-only effect, or another doubt; inactive = no such curve, though single readings can be large; an effect the other way counts as inactive or inconclusive. Not all compounds are listed; the hit share may differ from the screen's.

SMILES	PLK1 PBD inh	HEK293 tox	GLP-1R inv ag	PI5P4Ka inh	PTHR1 agonist	EPAC1 antag	IL-2 act	GLP-1R agonist	EPAC1 ag
Cc1cc2[nH]c(=O)c(=O)[nH]c2cc1S(=O)(=O)Nc1cccc(Cl)c1	-5%	-2%	12%	7	i	?	-0.5	2%	7%
Cc1ccc(C)c(S(=O)(=O)N2CCCC2CNC(=O)C(=O)NCc2ccccc2)c1 (stereo not given)	-2%	-12%	?	4	-11%	-6%	1.1	-4%	9%
CCOc1ccc2oc(=O)cc(CN3CCN(C(=O)c4ccco4)CC3)c2c1	-9%	10%	8%	-1	i	-10%	-1.7	1%	5%
CCCCc1cc(=O)oc2cc(OCC(=O)NCCN3CCOCC3)ccc12	-10%	-15%	15%	-1	-3%	17%	-1.7	3%	12%
Cc1c(-n2c(SCC(=O)N(C)C3CCS(=O)(=O)C3)nc3ccccc3c2=O)c(=O)n(-c2ccccc2)n1C (stereo not given)	-3%	1%	-4%	6	i	4%	-0.7	4%	4%
Cc1cc(C)n2nc(C(=O)N3CCCC(CNS(=O)(=O)c4cccs4)C3)cc2n1 (stereo not given)	-8%	2%	16%	1	-17%	-6%	0.2	19%	10%
CC(C)NC(=O)c1sc2nc3c(c(-c4cccs4)c2c1N)CN(C)CC3	-12%	-2%	11%	-6	-12%[57.5 µM]	-1%	1.3	1%	1%
CNC[C@@H]1OCc2ccccc2-c2ccccc2C(=O)N([C@@H](C)CO)C[C@@H]1C	-5%	1%	9%	-1	-6%	6%	-0.6	-2%	-2%
C[C@H](CO)N1C[C@H](C)[C@@H](CN(C)CC2CC2)OCc2cnnn2CCCC1=O	-17%	1%	7%	-1	-11%	-10%	-2.5	-3%	-5%
Cc1noc(C)c1C(=O)N1CCC1(C)C(=O)NS(=O)(=O)Cc1cccc(Cl)c1 (stereo not given)	-5%	-12%	5%	0	-18%	25%	0.8	-2%	-2%
CCn1cc([N+](=O)[O-])c(C(=O)NCc2ccc(Cl)cc2)n1	-4%	6%	11%	1	i	-11%	-0.4	1%	0%
CCN(C(=O)COC(=O)CNC(=O)c1ccc(Cl)cc1Cl)c1c(N)n(Cc2ccccc2)c(=O)[nH]c1=O	-4%	5%	3%	-8	i	-5%	0.0	-2%	3%
CCCn1nnnc1NCc1cccn1C	-13%	11%	2%	.	?	6%	-1.6	1%	15%
COc1ccc(OCC(=O)Nc2ccc(S(=O)(=O)Nc3nc(C)cc(C)n3)cc2)cc1	-7%	4%	14%	2	i	-15%	-0.8	0%	-1%
CC(C)(Oc1ccc(Cl)cc1)C(=O)N/N=C/c1cn[nH]c1-c1ccccc1	-6%	-12%	-14%	.	-6%	-19%	0.7	-8%	?
CN(C)c1ccc(C(=O)OCC(=O)c2cccs2)cc1	-2%	4%	2%	-20	-29%	-5%	-0.2	-3%	1%
COC(=O)C1CSC(C(=O)OC)N1C(=O)Nc1c(C)cccc1C (stereo not given)	-5%	-8%	-14%	.	i	-3%	0.8	-10%	2%
O=C(OCc1c(Cl)cccc1Cl)c1cnccn1	-1%	-4%	12%	1	i	3%	0.0	8%	4%
Cc1cc(N2CCC(C)CC2)nc2ccc(NC(=O)Cc3c(F)cccc3Cl)cc12	.	-1%	-8%	.	-16%	.	.	2%	.
O=C1OCCN1C(=O)[C@H]1[C@H](c2ccc([N+](=O)[O-])cc2)C(c2cccc(Cl)c2)=NN1c1ccc(Br)cc1	0%	-21%	?	25	-8%	-10%	1.1	-3%	-9%
Cc1ccc(S(=O)(=O)NCCC(=O)NNC(=O)C2COc3ccccc3O2)cc1 (stereo not given)	-1%	-8%	-14%	-6	i	8%	-0.5	-6%	3%
COc1ccc2cc(CN(CCCN3CCOCC3)Cc3nnnn3C3CCCCC3)c(=O)[nH]c2c1	-13%	1%	9%	.	?	23%	-3.2	-1%	8%
COc1ccc(-n2c(C)c(C)c3c(NCCCN(C)C)ncnc32)cc1	-16%	-5%	?	0	i	-2%	-0.4	13%	23%
CCOc1ccccc1NC(=O)CCn1cccc1	-11%	3%	-23%	3	i	-10%	-1.7	-1%	-14%
CC(C)Nc1cc(C(C)(C)C)nc2c(-c3ccccc3)cnn12	-4%	10%	-17%	4	-2%	-28%	-2.8	10%	-8%
Cn1c(CC(=O)Nc2ccccc2F)nnc1SCC(=O)Nc1nccs1	-13%	-5%	1%	7	-19%	-10%	-0.1	6%	-3%
CCn1ccnc1C(O)(c1ccccc1)c1ccccc1	-4%	2%	-7%	-2	-5%	10%	0.0	1%	12%
Cc1cc(C(=O)Nn2cnnc2)ccc1[N+](=O)[O-]	-4%	4%	-7%	1	i	-5%	-0.2	-4%	-15%
CC(c1ccc(Cl)cc1)n1c(-c2ccc3ccccc3n2)n[nH]c1=S (stereo not given)	-26%	7%	0%	.	-53%[inhibitor][57.5 µM]	-17%	-2.3	10%	?
Cc1ccnc(Sc2nc3c(c(=O)[nH]c(=O)n3C)n2CCCc2ccccc2)n1	-28%	1%	67%[activator]	8	i	-8%	0.0	14%	-6%
COc1ccc2nc(N3CCN(C(=O)c4ccc5ncsc5c4)CC3)sc2c1	-4%	3%	-6%	1	-10%	-5%	2.4	-1%	5%
Cc1ccccc1Cn1c(=N)n(CC(O)c2ccco2)c2ccccc21 (stereo not given)	-8%	?	?	-6	-7%	14%	-2.4	1%	0%
O=C1C2CC=C(Cl)CC2C(=O)N1CC1OCCc2ccccc21 (stereo not given)	-16%	2%	62%[activator]	-10	i	-4%	0.9	?	-7%
C[C@H](CO)N1C[C@H](C)[C@@H](CN(C)S(=O)(=O)c2ccccc2)Oc2ccc(NC(=O)c3ccncc3)cc2C1=O	-1%	3%	8%	-17	i	3%	1.2	1%	-17%
Cc1cc2n(n1)C(c1ccco1)Nc1ccccc1-2 (stereo not given)	-7%	-19%	0%	-4	-5%[57.5 µM]	-10%	-3.2	7%	3%
O=C(CSc1nnc(C2COc3ccccc3O2)o1)N1CCOCC1 (stereo not given)	-1%	-5%	-2%	11	-55%[inhibitor]	2%	-0.1	-8%	-5%
O=C(Cc1ccc(Cl)cc1)Nc1ccncc1	-1%	14%	8%	-5	-18%	-6%	0.2	-13%	8%
CCc1cc(Cl)c(OC)c(C(=O)NC[C@@H]2CCCN2CC)c1O	-13%&-1%	-22%&-10%	?	4&17	-30%	-7%&-3%	-0.5&-0.3	13%	-3%&-22%
COCCNC(=O)/C(C#N)=C/c1ccc(OC(=O)c2cccs2)c(OC)c1	-15%	-2%	-6%	-13	i	?	0.8	1%	-15%
CC1(C)CN(c2ccccc2)C(=O)[C@H]1CC(=O)Nc1ccccc1	0%	7%	9%	-1	-24%	5%	2.5	16%	-3%
CC(C)OP(=O)(OC(C)C)C(Nc1cccc(C(=O)O)c1)c1ccccc1 (stereo not given)	-20%	-3%	-6%	1	i	-24%	-3.1	7%	8%
O=C(Cn1ncc(Cl)c(Cl)c1=O)NC(=O)NC1CCCCC1	-30%	?	?	-50*	i	?	-5.8	-14%	-17%
CN(C)c1ccc(-c2nc3cc(N)ccc3o2)cc1	2%	2%	?	-4	-37%[inhibitor]	10%	1.0	-6%	4%
CC(=O)NC(CC(=O)OCC(=O)N1CCN(S(=O)(=O)c2ccc(C)cc2C)CC1)c1ccccc1 (stereo not given)	-18%	0%	2%	0	-28%	-15%	0.8	4%	-4%
Cc1ccc(C2C(C(=O)c3cccs3)=C(O)C(=O)N2c2nnc(C)s2)cc1 (stereo not given)	?	7%	17%	-16	-26%	-5%	6.4	0%	3%
Cc1ccc(-n2ncc(C#N)c2/N=C/N2CCOCC2)cc1	-5%	-4%	8%	0	i	5%	-2.3	1%	-2%
COc1cccc(CNC(=O)C2CC(=O)N(C3CCCCCCC3)C2)c1 (stereo not given)	-11%	-14%	1%	11	-16%	3%	-0.4	-1%	15%
Cc1c2c(=O)n(-c3nc4ccccc4s3)nc-2cc(O)n1Cc1ccccc1	-8%	-14%	?	-78*	i	?	0.1	-4%	1%
O=C(CN1CCN(C(=O)C2CCCO2)CC1)Nc1cc(Cl)ccc1Cl (stereo not given)	0%	5%	9%	2	-35%[inhibitor]	19%	-0.7	2%	1%
CN(C)c1ccc(Nc2ccc([N+](=O)[O-])cn2)cc1	-24%	?	7%	0	?	-6%	-4.7	-1%	5%

The results go on.
SMILES	PLK1 PBD inh	HEK293 tox	GLP-1R inv ag	PI5P4Ka inh	PTHR1 agonist	EPAC1 antag	IL-2 act	GLP-1R agonist	EPAC1 ag
COC(C(=O)NNS(=O)(=O)c1ccc([N+](=O)[O-])cc1)c1ccccc1 (stereo not given)	-24%	19%	-1%	3	i	4%	2.0	1%	3%
Cc1ccc(S(=O)(=O)Nc2c(C)nc3nc[nH]n3c2=O)c(C)c1	-15%	3%	17%	-10	i	16%	-0.4	-2%	2%
COc1ccc(C(=O)NNC(=O)c2cc(C)[nH]n2)cc1	-6%	-1%	7%	-1	i	9%	0.9	0%	-2%
CC(=O)Nc1cnc(-c2ccc3c(c2)OCO3)cn1	-5%	-1%	-1%	-3	-27%	-6%	0.5	-1%	10%
Fc1ccc(Nc2nc(Oc3ccc4c(c3)OCO4)nc(N3CCOCC3)n2)c(F)c1	1%	1%	7%	1	i	-12%	-2.5	-6%	0%
COc1ccc(OC)c(C(=O)NC(CC(N)=O)c2ccc(NCCN3CCCCC3)c([N+](=O)[O-])c2)c1 (stereo not given)	4%	1%	26%	8	10%	7%	0.7	-5%	-8%

Among those listed so far, 3 contain fluorine:
SMILES	PLK1 PBD inh	HEK293 tox	GLP-1R inv ag	PI5P4Ka inh	PTHR1 agonist	EPAC1 antag	IL-2 act	GLP-1R agonist	EPAC1 ag
Cc1cc(N2CCC(C)CC2)nc2ccc(NC(=O)Cc3c(F)cccc3Cl)cc12	.	-1%	-8%	.	-16%	.	.	2%	.
Cn1c(CC(=O)Nc2ccccc2F)nnc1SCC(=O)Nc1nccs1	-13%	-5%	1%	7	-19%	-10%	-0.1	6%	-3%
Fc1ccc(Nc2nc(Oc3ccc4c(c3)OCO4)nc(N3CCOCC3)n2)c(F)c1	1%	1%	7%	1	i	-12%	-2.5	-6%	0%

Screening results deposited in PubChem BioAssay by National Center for Advancing Translational Sciences (NCATS).
